CIT2 TOR yeast – alters CIT2-GFP fluorescence in TOR pathway yeast screen; GFP response vs DMSO, % at 10 µM; S. cerevisiae CIT2-GFP strain, flow cytometry, 3 h; 100 means same as DMSO wells; actives 0.065% (n = 320,000);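 active = GFP response relative to DMSO above a set limit, near the screen mean plus 3 SD, cut at about 150% in these data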;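 also: ratio of well median GFP fluorescence to mean of DMSO wells on the plate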
AHR activator – activators of human aryl hydrocarbon receptor | actives 2.5% (n = 320,000) | activation, % at 5 µM | AHR-responsive luciferase reporter cells, luminescence | AID 2796; in the data active = activation above about 47%;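 also: 0% = vehicle wells and 100% = reference agonist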
Target sequence (P35869 whole entry, looked up): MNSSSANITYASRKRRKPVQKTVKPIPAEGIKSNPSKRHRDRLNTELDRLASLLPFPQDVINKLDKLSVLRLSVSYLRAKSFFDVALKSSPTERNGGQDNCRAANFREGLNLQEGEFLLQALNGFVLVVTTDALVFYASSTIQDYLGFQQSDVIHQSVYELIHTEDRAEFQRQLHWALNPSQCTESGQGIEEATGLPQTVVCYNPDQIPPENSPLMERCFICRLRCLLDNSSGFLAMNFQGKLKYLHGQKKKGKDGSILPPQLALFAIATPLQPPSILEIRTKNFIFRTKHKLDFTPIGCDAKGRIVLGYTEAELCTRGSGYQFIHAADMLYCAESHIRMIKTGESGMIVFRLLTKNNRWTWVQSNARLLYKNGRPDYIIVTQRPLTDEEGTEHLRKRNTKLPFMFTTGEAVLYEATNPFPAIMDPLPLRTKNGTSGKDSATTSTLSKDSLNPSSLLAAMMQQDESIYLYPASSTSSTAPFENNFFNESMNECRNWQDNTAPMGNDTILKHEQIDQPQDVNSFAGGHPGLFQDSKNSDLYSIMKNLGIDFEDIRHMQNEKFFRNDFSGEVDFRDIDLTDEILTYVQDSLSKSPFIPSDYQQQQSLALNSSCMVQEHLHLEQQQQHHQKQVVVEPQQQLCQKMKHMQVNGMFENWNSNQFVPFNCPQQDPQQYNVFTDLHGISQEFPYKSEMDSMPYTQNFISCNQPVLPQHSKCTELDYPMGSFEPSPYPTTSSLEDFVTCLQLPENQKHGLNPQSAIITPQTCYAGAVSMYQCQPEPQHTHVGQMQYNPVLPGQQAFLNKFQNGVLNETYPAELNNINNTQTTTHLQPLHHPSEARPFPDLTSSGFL
MEP2 TOR yeast – modulators of TOR pathway MEP2-GFP in S. cerevisiae | S. cerevisiae MEP2-GFP strain, flow cytometry GFP, 3 h; 100% = DMSO control level | GFP response vs DMSO, % at 10 µM | actives 0.51% (n = 330,000) | AID 2016;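 active = GFP response versus DMSO above a set limit, roughly screen mean plus 3 SD, cut at about 180% in these data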;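 also: median GFP fluorescence of the barcode-gated MEP2-GFP cells per well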
AGP1-GFP MLPCN – yeast TOR pathway AGP1-GFP modulation; actives 0.02% (n = 320,000); S. cerevisiae AGP1-GFP multiplex flow cytometry, 3 h; GFP as percent of DMSO wells; GFP response vs DMSO, % at 10 µM;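 active = GFP response relative to DMSO above a set limit, near screen average plus 3 SD, cut at about 150% in these data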;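 also: median GFP channel fluorescence of the gated AGP1 strain per well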
RPL19A-GFP yeast – yeast TOR pathway RPL19A-GFP modulation. percent response vs DMSO, % at 10 µM. S. cerevisiae RPL19A-GFP strain, flow cytometry, 3 h; hits give low values. actives 0.3% (n = 330,000);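 active = percent response vs DMSO below 50%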;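 also: median channel GFP fluorescence of the barcoded RPL19A-GFP strain; ratio of sample median GFP to plate DMSO average so 100% = DMSO; lower means less RPL19A-GFP as with rapamycin TOR inhibition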
proCasp7 act – counter-screen for procaspase-3 activators: activators of human procaspase-7; P55210; actives 0.093% (n = 330,000); activation, % at 8.5 µM; recombinant procaspase-7, Ac-DEVD-pNA absorbance 405 nm; D23A/D198A/D206A triple mutant, cannot self-cleave; scale: DMSO 0, 5 µM enzyme 100; AID 463210;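 active = percent activation above the screen-wide mean plus 3 SD, cut at about 25% in these data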
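System: Uncleavable procaspase-7 mutant enzyme; Amount: 2 µM procaspase-7 mutant as dispensed; Schedule: 1 h compound preincubation, 2 h substrate cleavage, 25 °C; Measured by: 405 nm absorbance of p-nitroaniline; Evaluation: percent activation from buffer-corrected 0–120 min absorbance change; Control set: low DMSO alone, high DMSO plus 5 µM PC-7.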
LAP4-GFP MLPCN – modulators of TOR pathway LAP4-GFP in S. cerevisiae | S. cerevisiae LAP4-GFP multiplex, flow cytometry GFP, 3 h; median GFP as percent of DMSO wells | GFP response vs DMSO, % at 10 µM | actives 0.34% (n = 320,000) | AID 2023;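 active = GFP response vs DMSO above a set limit, about the screen mean plus 3 SD, cut at about 150% in these data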
proCasp3 act – activators of human procaspase-3. P42574. recombinant procaspase-3 D3A, Ac-DEVD-pNA absorbance 405 nm. activation, % at 8.5 µM. actives 0.11% (n = 330,000);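 active = activation above the mean of all tested compounds plus 3 SD, cut at about 21% in these data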;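 also: 0% = DMSO alone and 100% = DMSO wells spiked with extra 5 µM PC-3 D3A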
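Test system: Procaspase-3 D3A mutant; medium: Zinc-free HEPES/NaCl buffer with 0.01% Triton X-100 at pH 7.4; reagent: DEVD-pNA substrate; doses: one concentration, 8.5 µM nominal, 0.8% DMSO; times: 1 h preincubation plus 2 h reaction at 25 °C; signal: Epi-absorbance at 405 nm of released p-nitroaniline, 0 and 120 min; replicates: singlicate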
Numbers without * were called inactive.

[1] CC(C)(C)NC(=O)NC(=O)COc1ccc(Br)cc1Br
[2] CCC(C)NC(=O)CSc1nnc(-c2ccncc2)n1-c1ccc(OC)cc1 (configuration not stated)
[3] O=C(Cc1c(Cl)cccc1Cl)Nc1cccnc1
[4] CC(C)CN1CCN(Cc2ccc(Oc3ncccn3)cc2)CC1CCO (configuration not stated)
[5] COC(=O)c1cc(NC(=O)C23CCC(C)(C(=O)O2)C3(C)C)cc(C(=O)OC)c1 (configuration not stated)
[6] Cc1cccc(N(C(=O)CNC(=O)c2cccs2)C(C(=O)NC2CCCC2)c2cccnc2)c1 (configuration not stated)
[7] CC(=O)N(c1ccc(Cl)cc1)c1c[nH]c2ccccc12

screen / no.,1,2,3,4,5,6,7
CIT2 TOR yeast,99,105,108,77,88,98,99
proCasp7 act,-1,5,-4,17,10,5,5
AGP1-GFP MLPCN,105,98,94,105,90,100,101
RPL19A-GFP yeast,104,98,99,96,86,100,99
LAP4-GFP MLPCN,97,100,93,95,115,101,110
proCasp3 act,0,3,0,-6,5,1,2
AHR activator,3,-1,0,6,0,0,7
MEP2 TOR yeast,101,107,107,91,110,100,104
